WT yeast gro inh: growth inhibition of WT strain, primary screen, mitochondrial fusion inhibitor project, WT and mutant strains, chemical genetic; mitochondrial fusion phenotypic screen; inhibition, % at 10 µM; 190,000 tested, 2.1% active; in the data active means inhibition above about 58%; tested in S. cerevisiae
Autophagy mod: autophagy modulators in MEF cells, primary screen, imaging, high-content, MEF GFP-LC3; calls only at 10 µM (by protocol); AID 463193, 2010; 190,000 tested, 0.98% active; MEF GFP-LC3 puncta imaging; test concentration mostly 10 µM;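 active means percentage of spot-positive cells more than 3 SD above its plate mean, without a fluorescence outlier flag or 80% toxicity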;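 further: spot-positive cell cutoff set from DMSO-treated cells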
Yfh1-depleted yeast: enhancers of respiration in Yfh1-depleted yeast, dose response, Friedreich's ataxia, plus single-dose screen (AID 1465); S. cerevisiae Yfh1-off respiration, WST-1 reduction, 72 h; higher fold induction means a stronger effect; fold induction at 50 µM, or EC50 in µM where a hit was titrated; 220,000 tested, 0.074% active;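 active means fold induction of absorbance versus untreated yeast above a set limit, then at least 30% activation at any dose in follow-up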;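 further: activators that raise dye reduction in frataxin-depleted yeast; strong numbers were not always called active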
bCat nuc transl: modulators of beta-catenin nuclear translocation, primary screen, imaging, HeLa cells, immunofluorescence, high-content; nuclear translocation activity, % at 5 µM; 190,000 tested, 0.3% active;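 active means nuclear translocation activity above 50% at 5 µM, with a well cell count of 50 or more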;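 further: per-cell ratio of nuclear to cytoplasmic median beta-catenin stain intensity; plate controls were DMSO negative control for no effect and GSK-3 inhibitor IX positive control for full effect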
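Assay system: human HeLa cells, native beta-catenin; doses: 5 µM primary, 0.02–20 µM confirmation; incubation: compound treatment 24 h, 37°C, 5% CO2; technique: fluorescence imaging of beta-catenin antibody stain plus DAPI; measure: % activation, nuclear-to-cytoplasmic median beta-catenin signal ratio per cell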
Dynein transport: inhibitors of GR-EGFP nuclear translocation, primary screen, dynein cargo transport inhibitor project, imaging, high-content, 3617.4 mouse cells. 220,000 tested, 0.47% active. test concentration mostly 20 µM; stimulated with dexamethasone, 1 µM; active compounds read low. z-score, hits read low;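 active means plate z-score of nuclear minus cytoplasmic receptor signal below a set negative limit, without overly bright fluorescence or cell loss, cut at about -3.5 in these data, passing the limit was not always enough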;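 further: z-score of nuclear minus cytoplasmic ring GR-EGFP intensity difference per well; some compounds called inactive have numbers as strong as hits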
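Buffer or medium: tet-free, stripped-serum medium; reagent: dexamethasone at 1.0 µM final, 30 min; incubation: 48 h induction, 1 h compound, 30 min dex at 37 °C; measured by: formaldehyde fixation, Hoechst nuclear stain, 10x automated fluorescence imaging; read-out: nuclear-to-cytoplasmic GR-EGFP distribution per well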
Ins promoter up: insulin promoter activators in MIN6 cells, imaging, high-content screening, mouse beta cells; AID 1625, 2009; z-score at 5 µM; MIN6 insulin promoter-GFP reporter; active compounds read high; 190,000 tested, 0.3% active;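 active means z-score above 3 at 5 µM with at least 500 cells counted in the well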
HIV peptide binding: inhibitors of HIV fusion peptide binding, primary screen, biochemical, uHTS, fluorescence dequenching (AID 1986); cell-free peptide binding, fluorescence dequenching, 30 min; higher % means a stronger effect; 290,000 tested, 0.3% active; one-dose inhibition, % at 20 µM; IC50 in µM for titrated hits; in the data active means inhibition mostly above about 52%, no sharp cut-off; inactive means mostly below about 76%; further: some results filed as inactive read as strong as hits
AID2073: inhibitors of Mint1-CaV2.2 protein interaction, biochemical, HTRF (AID 2073); inhibition, % at 20 µM, or IC50 in µM where a hit was titrated; 290,000 tested, 0.19% active; HTRF protein-protein interaction, Mint1-CaV2.2; higher % means a stronger effect; in the data active means inhibition mostly above about 51%, no sharp cut-off; further: some results filed as inactive read as strong as hits
MT stabilizer: microtubule stabilizers in HeLa cells, primary screen, imaging, high-content imaging; HeLa tubulin immunostaining HCS, 24 h; share of cells brighter than vehicle mean+2SD; % tubulin-high responders, % at 10 µM; 200,000 tested, 0.83% active; AID 2205, 2009;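 active means plate Z-score above 3 for both tubulin-high and condensed-nucleus cell shares, with cell loss under 80%, at 10 µM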;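 further: anti alpha tubulin signal scored within the nucleus-defined area of each cell; some results filed as inactive read as strong as hits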
WT yeast gro inh mutant strain: second read-out of WT yeast gro inh, no call of its own (marks repeat the call); inhibition, %; mitochondrial fusion phenotypic screen, mutant strain inhibition
Dynein transport cytoplasmic EGFP: second read-out of Dynein transport, no call of its own (marks repeat the call); z-score; measured here: cytoplasmic GR-EGFP intensity; active compounds read high
Dynein transport nuclear GR-EGFP: further read-out of Dynein transport, marked with its call; z-score; measured here: nuclear GR-EGFP intensity;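 lower value marks the stronger effect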
Dynein transport cell count: recorded beside Dynein transport, whose call it bears; z-score; measured here: cell count per field
Ins promoter up cell count: recorded beside Ins promoter up, whose call it bears; cell count; measured here: cytotoxicity, nuclei count;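 total cells summed across four imaged fields per well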
bCat nuc transl cell count 5 µM: further read-out of bCat nuc transl, marked with its call; cell count; measured here: cell count, cytotoxicity flag
MT stabilizer Hoechst-high %: second read-out of MT stabilizer, no call of its own (marks repeat the call); % Hoechst-high responders; measured here: nuclear condensation Hoechst responders;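 share of cells brighter than vehicle mean plus two SD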
MT stabilizer cytotoxicity %: recorded beside MT stabilizer, whose call it bears; toxicity, %; measured here: cytotoxicity by cell density;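 0% = mean cell density of plate MIN control wells and 100% = no cells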
Autophagy mod cell loss 18 h: further read-out of Autophagy mod, marked with its call; toxicity, %; measured here: cell loss, nuclei count;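 cell loss after 18 h compound exposure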
Active calls of the source: *; i = inactive; x = not tested or not shown.

SMILES	WT yeast gro inh	WT yeast gro inh mutant strain	Autophagy mod	Autophagy mod cell loss 18 h	Yfh1-depleted yeast	bCat nuc transl	bCat nuc transl cell count 5 µM	Dynein transport	Dynein transport cytoplasmic EGFP	Dynein transport nuclear GR-EGFP	Dynein transport cell count	Ins promoter up	Ins promoter up cell count	HIV peptide binding	AID2073	MT stabilizer	MT stabilizer Hoechst-high %	MT stabilizer cytotoxicity %
CCN(CCO)Cc1csc2cccc(Br)c12	-7	6	i	-27	x	0.3	1373	-0.22	-0.18	0.36	0.039	0.14	1473	-1.9%	-4%	1.6	1.1	9.0
Cc1cc(C(=O)N[C@@H](c2ccccc2)[C@]2(C)C[C@H]2[C@@H](C)C(=O)Nc2ccc3ccccc3c2)no1	-4	-23	i	-9	i	x	x	-0.74	0.13	0.23	0.48	0.63	1080	-1.4%	-7%	4.2	3.6	1.0
O=C(/C=C/N1CCOCC1)c1coc2ccccc12	-5	-5	i	3	x	-2.7	1427	-0.16	-0.19	0.11	0.83	-0.19	1638	0.5%	-1%	5.5	2.3	6.4
c1ccc(-n2nnnc2-n2ccnc2)cc1	1	0	i	-7	i	x	x	1.6	0.067	1.7	-0.8	0.56	1295	-0.9%	-3%	3.6	1.4	55
Nc1ccc(-c2ccc(C(=O)O)s2)cn1	10	7	i	0	i	0.1	1101	-0.82	-0.33	-0.32	0.65	-0.09	1257	1.4%	33%	3.4	0.9	6.2
O=C(c1cccc2nc3ccccc3nc12)N1CCOCC1	x	x	x	x	i	-0.7	1358	-0.67	-0.28	0.24	0.52	-0.01	1106	-1.5%	-17%	x	x	x
COc1ccc(C(=O)Nc2ccccc2C(=O)NC(Cc2ccc(O)cc2)C(=O)NNC(=O)c2ccccc2Cl)cc1 (stereo not drawn)	-12	12	i	-3	i	1.1	1052	-0.98	-0.15	-0.22	0.61	0.29	1417	0.2%	20%	1.3	2.2	15
COc1ccc(OC(=O)c2cnn(-c3ccccc3)c2C)cc1	67	68	i	2	i	0.6	1129	3.2	0.42	2.5	-2.1	0.36	1004	-0.7%	4%	1.6	1.8	5.8
Cc1cccc(N/N=C/c2ccc(O)c(O)c2O)c1	x	x	x	x	i	2.7	1237	-1.2	-0.22	-0.55	1.2	0.61	1057	20%	-4%	x	x	x
CSc1nc(C)nc2c1c(=O)n(C)c(=O)n2C	6	5	i	-13	i	x	x	-0.3	-0.19	0.022	0.1	-1.3	976	2.8%	-4%	6.0	3.0	4.7
COc1cc(C(=O)NCc2nnc(SCC(=O)Nc3ccc4c(c3)OCO4)o2)cc(OC)c1OC	-3	2	i	-9	i	0.5	1076	0.66	-0.27	0.25	0.78	-0.1	1190	-0.5%	9%	2.5	1.5	4.1
O=C1OC(c2ccc(Cl)cc2)/C(=C(/O)c2ccccc2)C1=O (stereo not drawn)	18	0	i	3	i	-0.5	1428	0.66	-0.087	-0.24	-1.4	0.06	1561	1.8%	15%	2.9	1.7	0.3
O=C(NCc1ccccc1Cl)C1CCC(CNc2c(N3CCCCC3)c(=O)c2=O)CC1 (stereo not drawn)	-15	7	i	5	x	-2.2	561	-0.74	-0.29	0.18	0.7	-0.04	1367	3.5%	-4%	3.3	1.7	9.5
CC(C)(C)N=C1NC(=NC(C)(C)C)c2ccccc21	5	7	i	0	i	1.8	1082	-0.2	-0.19	-0.73	0.023	-0.86	1783	-1.3%	7%	3.4	1.3	6.9
CCCn1c(SCC(=O)N2CCN(C(=O)c3ccco3)CC2)nc2ccccc2c1=O	-11	-9	i	-11	i	-1.0	1044	-0.6	-0.18	-0.92	0.092	0.77	1312	-1.0%	-11%	0.7	2.1	3.6
Cc1cc(Nc2c(C)cccc2C)n2nc(C)nc2n1	11	-3	i	8	i	x	x	-0.72	-0.22	-0.38	0.34	-0.1	997	-2.3%	-2%	6.5	2.1	8.5
CN(C)CCSc1nc(O)c(-c2ccccc2)c(=O)n1-c1ccccc1	x	x	x	x	i	0.5	1441	-0.46	-0.27	0.2	0.72	0.29	970	0.9%	8%	x	x	x
CC(C)c1ccc(C(C(=O)NC2CCCC2)N(C(=O)CNC(=O)c2ccco2)c2cccnc2)cc1 (stereo not drawn)	-2	17	i	-12	i	-0.4	498	0.083	-0.26	0.024	0.82	x	x	-2.1%	4%	4.3	2.3	5.8
COc1ccc(N=C2S/C(=C\c3cc(C)n(C)c3C)C(=O)N2C)cc1	32	2	i	-26	i	x	x	1.2	-0.35	0.65	-0.091	x	x	-0.9%	-7%	4.3	2.7	3.5
Cc1csc(SCC(=O)NC(=O)C2CCCCC2)n1	-6	10	i	0	i	1.1	1015	0.11	-0.28	0.11	0.14	-0.17	1140	-1.1%	14%	4.4	2.6	8.6
CCOc1cc(CNc2nn[nH]n2)ccc1OCC(=O)NC(C)(C)C	-9	-1	i	20	i	-0.3	1097	-0.0046	-0.25	-0.017	-0.065	-0.31	1332	2.1%	-8%	3.3	1.7	0.6
Cc1cc(-c2nn3c(C)nnc3s2)ccc1NC(=O)C(C)(C)C	x	x	i	0	i	x	x	-0.66	0.69	-0.12	0.32	x	x	x	x	3.2	3.1	9.4
COc1ccc(CCN=Cc2ccccc2O)cc1OC	x	x	x	x	i	0.1	1020	-0.46	-0.3	-0.27	1.1	-0.15	1446	-1.0%	2%	x	x	x
O=C(COC(=O)CNC(=O)c1ccccc1F)Nc1cccc(S(=O)(=O)N2CCCCCC2)c1	-20	-15	i	-8	i	-1.0	1104	-0.22	-0.3	-0.14	0.72	0.62	1230	0.7%	-1%	4.1	3.1	4.4
CC(=O)Oc1cccc(N2C(=O)c3ccccc3C2=O)c1	14	7	i	8	i	-1.4	501	2.2	-0.28	0.8	-0.78	0.1	1330	0.1%	-4%	3.3	2.1	5.1
COc1ccc(CNC(=O)C2CSC(c3ccc(OC)cc3)N2C(C)=O)cc1 (stereo not drawn)	12	7	i	8	i	x	x	-0.38	-0.24	-0.07	-0.002	0.24	957	-0.7%	0%	4.2	3.7	6.0
N/C(=N\OC(=O)c1ccc2c(c1)OCO2)c1ccc([N+](=O)[O-])cc1	-5	3	i	-2	i	-0.7	1428	1.4	-0.22	0.5	0.02	0.46	1374	-3.4%	34%	4.4	0.8	4.6
CNC(=S)NNC(=O)COc1ccc(C)c(C)c1	10	-16	i	0	i	-0.5	1150	0.3	-0.23	0.67	-0.9	0.04	1501	0.6%	-15%	2.6	3.7	8.7
O=C(N/N=C/c1ccccn1)c1cc(-c2ccccc2Cl)n[nH]1	-4	-1	i	12	i	0.4	1056	-0.7	-0.02	-0.23	0.61	-0.18	1105	-1.9%	-25%	4.9	2.2	7.5
COc1ccc(NC(=O)CN2CCC(C(N)=O)(N3CCCCC3)CC2)cc1	15	35	i	-3	i	x	x	0.2	-0.27	-0.14	0.48	-0.38	950	-0.6%	1%	3.1	1.8	9.4
Fc1ccc(NCc2nnc(SCc3ccccc3)o2)cc1	11	-1	i	0	i	-0.8	1113	0.26	-0.2	0.73	0.33	0.19	1383	-2.2%	-16%	2.1	1.5	6.8
O=C(NC(=S)Nc1ccc(-c2nc3ncccc3o2)cc1)c1ccccc1F	0	-7	i	-16	i	2.3	1000	0.41	-0.0087	0.5	0.92	1.3	1474	-0.3%	17%	2.3	1.3	3.5
Cc1cc(C(=O)N2CCN(S(C)(=O)=O)CC2)cs1	-3	-9	i	16	i	-0.2	1235	-0.43	-0.19	0.52	0.17	-0.13	1333	-0.1%	-2%	5.3	2.8	5.0
CCOC(=O)c1cc(NC(=O)N(C(C)C)C(C)C)c(C)nc1C	-5	-4	i	9	i	-4.7	1205	0.92	0.052	0.17	-0.058	-0.97	972	-2.5%	0%	2.5	1.4	6.8
C=CCOc1ccccc1CN1CCCC(CCC(=O)N(C)CCc2ccccn2)C1 (stereo not drawn)	0	-5	i	9	i	-0.5	1166	-0.75	-0.3	-0.27	0.34	-0.21	1389	-0.6%	1%	2.3	2.4	6.2
COc1ccc(C2C(C(C)=O)=C(O)C(=O)N2C)c(OC)c1 (stereo not drawn)	-12	5	i	3	i	1.9	731	-1	0.0083	0.041	0.44	0.45	1157	-0.6%	7%	2.6	1.4	7.7
Cc1cccc(OCc2nnc(NC(=O)Cc3cccs3)s2)c1	7	-9	i	-4	i	-1.0	1202	-0.073	0.017	0.0053	1.3	x	x	5.5%	-2%	5.1	2.6	5.8
Cc1ccc(S(=O)(=O)N(C)C)cc1-n1c(SCC(=O)Nc2ccc(F)c(F)c2F)nc2ccccc2c1=O	-18	-2	i	23	i	-1.4	528	-0.43	-0.24	-0.23	0.84	-0.23	1412	-3.0%	16%	5.8	2.0	11
